# MgcRacGAP inhibition – MgcRacGAP GTPase-activating activity inhibitors, confirmation, biochemical, ADP Hunter fluorescence; MgcRacGAP-stimulated Rac1 GTP hydrolysis, ADP Hunter fluorescence; higher % means a stronger effect; GST-tagged Rac1 F28L mutant substrate; one-dose inhibition, % at 30 µM; IC50 in µM for titrated hits; actives 0.6% (n = 340,000); AID 624330;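 active = first-screen hits whose inhibition reached a set limit at any dose in the follow-up dose series; inconclusive = inhibition above the set first-screen limit but never retested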;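 also: fluorescence reports GDP produced by GAP-driven GTP hydrolysis; strong numbers were not always called active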
# Dengue-2 NS5 capping – Dengue-2 NS5 methyltransferase inhibitors, primary screen, biochemical, confirmation dose response (AID 588689); Dengue-2 NS5 methyltransferase capping enzyme assay, biochemical; higher % means a stronger effect; inhibition, % at 25 µM, or IC50 in µM where a hit was titrated; actives 0.3% (n = 340,000); in the data active = a potency from the dose series; inconclusive = inhibition above about 29% without an active follow-up result
# HIV peptide binding – inhibitors of HIV fusion peptide binding, primary screen, biochemical, uHTS, fluorescence dequenching (AID 1986) | cell-free peptide binding, fluorescence dequenching, 30 min; higher % means a stronger effect | actives 0.3% (n = 290,000) | one-dose inhibition, % at 20 µM; IC50 in µM for titrated hits; in the data active = inhibition mostly above about 52%, no sharp cut-off; inactive = mostly below about 76%; also: some results filed as inactive read as strong as hits
# GPR35 antagonists – GPR35 antagonists blocking zaprinast-driven arrestin recruitment, primary screen, imaging, U2OS, beta-arrestin-GFP, zaprinast agonist (AID 2058) | inhibition, % at 10 µM; hits with a dose series show IC50 in µM | actives 0.052% (n = 290,000) | U2OS GPR35 beta-arrestin-GFP translocation imaging, zaprinast antagonism; higher % means a stronger effect;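 active = inhibition of at least 50% with at least 30 cells and total cytoplasm GFP at most 10,000,000; inconclusive = under 30 cells or total GFP of 10,000,000 plus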
# GPR55 LPI antagonism – GPR55 antagonists blocking LPI-driven arrestin recruitment, primary screen, imaging, U2OS, beta-arrestin-GFP, LPI agonist (AID 2013); U2OS GPR55 beta-arrestin-GFP translocation imaging, LPI antagonism; higher % means a stronger effect; inhibition, % at 10 µM, or IC50 in µM where a hit was titrated; actives 0.13% (n = 290,000);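 active = spots per cell inhibited over 60%, with over 100 cells counted and total cytoplasm intensity under 500,000; inconclusive = wells with under 100 cells, flagged as likely toxic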;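 also: U2OS cells stably carrying GPR55 and arrestin-GFP stimulated by 5 µM LPI near EC80; imaged beta-arrestin-GFP aggregate spots per cell after agonist stimulation; plate controls were LPI-stimulated DMSO wells for no effect and DMSO wells without LPI for full effect; some results filed as inactive read as strong as hits; confirmed hits need IC50 under 10 µM and bright autofluorescent wells are also inconclusive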
# PhoP inhibition – PhoP-dependent GFP reporter repression – Salmonella Typhimurium, primary screen (AID 1863) | inhibition, % at 50 µM; hits with a dose series show IC50 in µM | actives 0.16% (n = 300,000) | S. Typhimurium PhoP-regulated promoter GFP reporter, 4 h; higher % means a stronger effect;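 active = inhibition over 29.93%, a cutoff 3 SD above the screen mean, later confirmed by dose response; inconclusive = inhibition over 29.93% but no dose response follow-up; inactive = inhibition at most 29.93% or unconfirmed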;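 also: 0% = low Mg2+ inducing control and 100% = high Mg2+ repressing control; strong numbers were not always called active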
# K1F lysis inhibition – protection from phage-mediated lysis, alamar blue read-out – E. coli UTI89, K1F phage, bacterial capsule biogenesis inhibitors (AID 488966); one-dose inhibition, % at 100 µM; IC50 in µM for titrated hits; actives 0.02% (n = 340,000); E. coli UTI89 K1F phage lysis, alamar blue, 2 h; higher % means a stronger effect;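 active = phage lysis inhibition, versus mean bacterial control, above a set limit; inconclusive = no clear call, values can overlap the other calls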;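 also: capsule biogenesis inhibitors block K1F phage lysis so surviving cells raise fluorescence; higher fluorescence means more inhibition of phage lysis; actives were called in the ten point dose series up to 300 µM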
# RSV CPE inhibition – inhibition of RSV-induced cytopathic effect – HEp-2 cells, primary 10 µM value included (AID 2391). HEp-2 cells, RSV-induced CPE inhibition; higher % means a stronger effect. one-dose CPE inhibition, % at 10 µM; IC50 in µM for titrated hits. actives 0.13% (n = 310,000); in the data active = a potency from the dose series; inconclusive = CPE inhibition mostly from about 23% at the one dose, without a potency; inactive = the rest, 99 in 100 with CPE inhibition below about 21%; also: strong numbers were not always called active
# SV40 large T antigen – TAg ATPase/helicase activity blockers – biochemical (AID 1903); SV40 large T antigen ATPase/helicase inhibition assay; higher % means a stronger effect; inhibition, % at 20 µM; hits with a dose series show IC50 in µM; actives 0.39% (n = 310,000); in the data active = a potency from the dose series; inconclusive = inhibition mostly from about 32% at the one dose, without a potency; inactive = the rest, 99 in 100 with inhibition below about 32%; also: strong numbers were not always called active
# Dengue-2 NS5 capping pilot replicate – further read-out of Dengue-2 NS5 capping, marked with its call; inhibition, %; measured here: pilot screen replicate inhibition
# * hit, by the source's call; u = inconclusive; x = no result given; & = joins results of further samples; [ ] = remark or other dose.
SMILES,MgcRacGAP inhibition,Dengue-2 NS5 capping,HIV peptide binding,GPR35 antagonists,GPR55 LPI antagonism,PhoP inhibition,K1F lysis inhibition,RSV CPE inhibition,SV40 large T antigen,others
COc1cc(Cl)ccc1OCc1cc(C(=O)NCC(C)(C)N2CCOCC2)no1,1%,4%,0.8%,-2%,13%,x,-1.2%,x,x,
CN(Cc1c(F)cccc1Cl)c1nnnn1-c1ccccc1,7%,2%,-0.1%,8%,-1%,0%,1.8%,2.4%,-2%,
CCCCN1C(=O)C2C(c3ccc(OC)cc3O)NC(CC(C)C)(C(=O)O)C2C1=O (centres undefined),1%,-4%,-1.2%,-7%,-8%,10%,-11%,-0.2%,-6%,
O=C(O)CCCn1cc(NC(=O)COc2cc(F)ccc2[N+](=O)[O-])cn1,-1%,7%,-1.2%,-2%,3%,-7%,-0.5%,-1.5%,5%,
CCn1c(=O)c2c(nc(SCC(=O)NCC3CCCO3)n2C)n(C)c1=O (centres undefined),7%,-6%,60%,1%,8%,-5%,1.9%[50 µM],0.3%,30%,
COc1ccccc1CNC(=O)CSC(=S)N1CCCC1,9%,3%,x,x,x,12%,0.8%[50 µM],0.9%,26%,
C/C(=N\O)C1/C(=N/O)CC2C1C2(C)C (centres undefined),9%,-11%,0.3%,-1%,0%,-10%,-2.1%,0.7%,9%,
Cc1ccc(S(=O)(=O)N2[C@@H](c3ccc(F)cc3)C(C(=O)O)=CC[C@H]2c2cccc(Cl)c2)cc1,13%,5%,x,x,x,0%,-4.4%,1.9%,37%,
Clc1cccc(Nc2ncnc3ccc(Br)cc23)c1,2%,-2%,1.9%,-1%,12%,4%,0.4%,u,6%,
O=[N+]([O-])c1ccc(O)c(-c2nn[nH]n2)c1,6%,7%,26%,24%,8%,-4%,0.5%,0.9%,8%,
Cc1cc(C)n2cc(CSc3ccc(Br)cc3)nc2n1,-1%,-7%,-3.7%,0%,-6%,-8%,-0.1%,7.8%,-28%,
Cc1cc(NS(=O)(=O)c2ccc(-c3ccccc3)cc2)no1,3%,-5%,3.7%,-9%,54%,-3%,-0.1%,2.1%,-2%,
O=C(CN(C(=O)CCC(=O)Nc1nccs1)c1ccc(F)cc1)NCC1CCCO1 (centres undefined),6%,6%,0.7%,-12%,15%,-1%,0.8%,2.4%,5%,
O=C(CSc1nc2scc(-c3ccco3)c2c(=O)n1-c1ccccc1)N1CCOCC1,6%,-10%,4.2%,12%,16%,18%,6.7%,-0.2%,10%,
CS(=O)(=O)NNC(=O)CN1C(=O)C2C3C=CC(C3)C2C1=O (centres undefined),-5%,x,0.6%,-5%,11%,-3%,0.5%,2.6%,7%,
CCCCCCCCCCCCCCCC[n+]1cccc(C(=O)N(CC)CC)c1,18%&22%,-5%&-8%,3.8%,10%,16%,25µM*,-5.5%&-0.5%,-2.9%,u,
Cc1c(C(=O)OCC(=O)N(C)Cc2ccccc2)oc2ccccc12,-1%,-6%,x,x,x,x,0.5%[50 µM],1.9%,x,
Cc1nnc2c(NC3CCCCC3)nc3ccccc3n12,8%,3%,-1.3%,-8%,0%,9%,0.1%,1.0%,4%,
COc1ccc(NC(=O)c2cc3c(CO)cnc(C)c3oc2=Nc2cccc(F)c2)c(OC)c1,8%,-1%,0.8%,-4%,2%,9%,-0.1%,1.0%,20%,
CCCSc1nnc(CSc2nc(C)cc(C)n2)n1C,6%,2%,2.3%,13%,0%,2%,0.3%,2.6%,5%,
O=C(NCc1ccccc1)C1=C[C@H](c2coc3ccccc3c2=O)C[C@H](OCc2ccc(CO)cc2)O1,11%,2%,0.8%,-16%,1%,13%,1.3%,6.9%,13%,
Cc1ccccc1NN=Nc1nc2c([nH]1)c(=O)n(C)c(=O)n2C,14%,6%,5.9%,-9%,4%,-1%,1.0%,1.1%,14%,
O=C(Oc1ccc(Br)cc1C(=S)N1CCOCC1)c1ccccc1,4%,1%,-2.4%,8%,4%,8%,0.4%,0.2%,-2%,
CC1(C)NC(=O)N(CC(O)CN(c2ccccc2)S(=O)(=O)c2ccccc2[N+](=O)[O-])C1=O (centres undefined),-17%,-1%,0.1%,-19%,-10%,2%,-0.3%,1.7%,9%,
Cc1cc(Cl)ccc1C(=O)C1CCCN(C(=O)c2cnsn2)C1 (centres undefined),3%,-4%,1.4%,6%,2%,4%,0.1%,0.9%,7%,
CCOC(=O)C1CCN(c2c(NC3CCCCCCC3)c(=O)c2=O)CC1,3%,1%,0.1%,7%,2%,-1%,-0.5%,2.0%,8%,
COc1ccc(CN2CC(C(=O)NCCN3CCN(c4ccccc4F)CC3)CC2=O)cc1 (centres undefined),18%,-3%,0.5%,-8%,1%,-7%,1.0%,-0.7%,14%,
C/C(O)=C(/C=NCC(=O)O)C(=O)Nc1nccs1,11%,-5%,0.9%,-8%,13%,2%,0.2%,0.8%,9%,
CCOc1ccc(Cl)cc1/C=N/NC(N)=O,14%,-4%,-0.9%,29%,-10%,-8%,0.3%,7.3%,25%,
N#Cc1c(N2CCOCC2)nsc1-c1ccc(C(F)(F)F)cc1,x,x,1.0%,6%,6%,-7%,x,51%,5%,
Cn1c(=O)c2c(nc(N3CCN(C(=O)c4ccco4)CC3)n2CCSc2ncccn2)n(C)c1=O,5%,-4%,2.9%,-1%,6%,-6%,0.4%,2.1%,8%,
Cc1nc(C)c(C(=O)O)c(-c2ccsc2)c1C(=O)O,x,x,-1.3%,-21%,0%,-14%,x,0.9%,0%,
C[C@]12C=CC(=O)C=C1CC[C@@H]1[C@@H]2C(=O)C[C@@]2(C)[C@H]1CC[C@]2(O)C(=O)CO,2%&2%,-1%&0%,-0.5%,-1%,-2%,2%,-0.7%&2.3%,4.0%&0.7%,18%,
Cc1ccc(S(=O)(=O)NCC(=O)N2CCOCC2)cc1,14%,0%,-0.9%,-17%,2%,1%,-0.6%,0.4%,-2%,
c1ccc(OCc2nn3c(Cn4cnc5ccccc54)nnc3s2)cc1,8%,-1%,-0.1%,-5%,6%,4%,-0.1%[50 µM],3.4%,14%,
CC1CCN(Cc2c(C(=O)O)nnn2-c2nonc2N)CC1,5%,-2%,2.4%,-6%,11%,7%,0.8%,1.3%,4%,
Cc1nc2ccc(C(C(F)(F)F)(C(F)(F)F)C(F)(F)F)cc2[nH]1,7%,-6%,-2.8%,-10%,20%,10%,12%,18%,-1%,
Cc1ccccc1NC(=O)Nc1cc(S(N)(=O)=O)ccc1C,1%,-8%,-0.5%,1%,-3%,-8%,0.4%[50 µM],-0.9%,3%,
CNC(=O)CSc1nnc(-c2ccco2)n1-c1cccc(C)c1,10%,-4%,-0.5%,7%,-6%,8%,0.1%,1.3%,1%,Dengue-2 NS5 capping pilot replicate=1.8
COc1ccc(C(=O)NCCCn2ccnc2)cc1[N+](=O)[O-],-10%,5%,-2.1%,0%,-5%,x,0.1%,-1.8%,7%,
Cc1sc2ncnc(N3CCC(C(=O)Nc4ccc(S(N)(=O)=O)cc4)CC3)c2c1C,7%,-5%,x,x,x,x,0.0%[50 µM],2.3%,x,
O=C(Cc1ccccc1)Nc1cccc(NC(=O)c2ccccc2)c1,6%,-4%,0.7%,-8%,-14%,-8%,0.5%,-0.9%,7%,
NC(N)=NN=C1c2ccccc2-c2ccccc21,12%,-5%,-2.8%,10%,-8%,12%,0.6%,u,8%,
COc1ccc(CCNc2nc(-c3cccnc3)cs2)cc1OC,9%,2%,0.2%,6%,11%,-1%,0.5%,5.0%,11%,
CCCCN=c1scc(-c2ccc3c(c2)NC(=O)CO3)n1N=C1CCCC1,6%,-25%,-3.4%,-9%,9%,2%,-8.7%,3.1%,-6%,
CN(C)C(=O)Cn1cnc2c(cnn2-c2ccccc2Cl)c1=O,7%,-2%,4.3%,-1%,12%,2%,0.7%,0.2%,2%,
O=[N+]([O-])c1ccc2c(c1)c(-c1ccccc1)nc1nncn12,2%,-2%,-1.0%,-18%,14%,0%,0.7%,x,9%,
O=C(/C=C/c1cccs1)Nc1nncs1,6%,-4%,-0.6%,-3%,10%,-3%,0.4%,11%,7%,
Cc1ccc(S(=O)(=O)NCc2ccc(C(=O)NC3CCC(O)CC3)cc2)cc1C (centres undefined),1%,-7%,x,x,x,x,0.9%[50 µM],2.2%,x,
COC(=O)[C@@H]1C[C@]2(OC(=O)c3ccccc3)C=CC(=O)C[C@@H]2N1C(=O)OCc1ccccc1,-3%,-18%,3.5%,-15%,20%,3%,0.6%,-3.3%,16%,
Cc1c(NC(=O)c2cccs2)cccc1-c1nc2ccccc2s1,7%,-1%,-0.1%,-5%,-2%,-1%,2.1%,16%,19%,
COc1ccc(S(=O)(=O)N2CCN(C(=O)c3c(-c4ccccc4)noc3C)CC2)cc1,5%,-1%,1.5%,22%,4%,-4%,5.5%,1.0%,-1%,
COc1ccc(Cl)cc1NC(=O)CC(C)c1ccccc1 (centres undefined),0%,-10%,5.1%,2%,-12%,10%,-0.1%,2.0%,1%,
COc1ccc(-c2c(C#N)c(N)nc3sc(C(=O)c4ccccc4)c(N)c23)cc1,7%,-6%,8.9%,3%,10%,-11%,3.4%,12%,22%,
CSc1cccc(NC(=O)c2cc(S(=O)(=O)N3CCc4ccccc43)cn2C)c1,6%,-1%,0.5%,-4%,-3%,x,0.4%,12%,7%,
Cc1ccc(C(=O)NCC(=O)NCC(=O)OCc2ccc(Oc3ccc([N+](=O)[O-])cc3)cc2)cc1,10%,-3%,x,x,x,x,2.1%,1.0%,x,
Cc1ccc2[nH]c(=O)c(-c3noc(C(C)C)n3)cc2c1,14%,-2%,1.4%,3%,2%,-1%,-2.4%,6.2%,1%,
CCCc1cc(=O)[nH]c(SCC(=O)Nc2nonc2C)n1,7%,3%,0.5%,5%,11%,3%,0.1%,1.4%,2%,
CN1CCN(C(=O)CCN2C(=O)/C(=C\c3ccc(Cl)cc3)SC2=S)CC1,14%,-4%,-1.1%,14%,-10%,-6%,0.1%,0.2%,5%,

# Screens from PubChem BioAssay.
